Screening results: PubChem BioAssay, The Scripps Research Institute Molecular Screening Center
TEAD-YAP block: TEAD-YAP interaction inhibition; HEK-TIYL cells, TEAD-Gal4/YAP UAS-luciferase luminescence; inhibition, % at 9.12 µM; 640,000 tested, 1.4% active; AID 1259422; in the data active means inhibition above about 32%;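 further: 0% = median of test compound wells and 100% = reference inhibitor wells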
MITF inh: blocks human microphthalmia-associated transcription factor. 650,000 tested, 0.91% active. O75030. inhibition, % at 2.6 µM. AlphaScreen MITF homodimerization, bead proximity signal; in the data active means inhibition above about 50%;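 further: 0% = vehicle wells with protein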
Target sequence (O75030 whole entry, looked up): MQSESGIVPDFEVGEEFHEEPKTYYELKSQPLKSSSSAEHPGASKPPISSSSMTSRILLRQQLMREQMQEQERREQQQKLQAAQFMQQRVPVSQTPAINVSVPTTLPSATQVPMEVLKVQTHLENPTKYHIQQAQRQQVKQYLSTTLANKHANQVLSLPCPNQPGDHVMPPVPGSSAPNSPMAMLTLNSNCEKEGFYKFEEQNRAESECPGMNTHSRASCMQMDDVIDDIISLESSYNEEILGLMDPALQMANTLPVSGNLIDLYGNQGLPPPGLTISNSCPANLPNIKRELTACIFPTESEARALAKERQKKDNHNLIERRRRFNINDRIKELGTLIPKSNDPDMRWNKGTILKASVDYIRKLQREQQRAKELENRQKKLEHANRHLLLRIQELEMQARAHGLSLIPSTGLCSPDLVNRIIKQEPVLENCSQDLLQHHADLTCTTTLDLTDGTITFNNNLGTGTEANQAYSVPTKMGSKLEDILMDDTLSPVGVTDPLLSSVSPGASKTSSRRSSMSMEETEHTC
GPR151 activ: activates the human receptor GPR151; AID 1508602; 650,000 tested, 1% active; PathHunter beta-arrestin GPR151 cells, luminescence; Q8TDV0; activation, % at 11.2 µM; in the data active means activation above about 4.9%;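 further: 0% = median of compound wells and 100% = cells with positive control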
Target sequence (Q8TDV0 whole entry, looked up): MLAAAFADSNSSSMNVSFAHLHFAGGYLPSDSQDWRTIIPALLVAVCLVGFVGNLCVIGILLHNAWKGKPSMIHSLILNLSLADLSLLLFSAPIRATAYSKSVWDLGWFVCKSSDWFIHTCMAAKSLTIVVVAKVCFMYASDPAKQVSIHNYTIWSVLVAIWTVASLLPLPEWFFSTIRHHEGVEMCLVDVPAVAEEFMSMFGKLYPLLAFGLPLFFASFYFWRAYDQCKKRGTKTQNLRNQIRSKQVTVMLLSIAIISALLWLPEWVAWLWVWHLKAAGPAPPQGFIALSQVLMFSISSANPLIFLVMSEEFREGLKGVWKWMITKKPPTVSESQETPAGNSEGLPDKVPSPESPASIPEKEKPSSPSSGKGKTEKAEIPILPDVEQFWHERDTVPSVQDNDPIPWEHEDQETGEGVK
FBW7 act: human FBW7 E3 ligase activation, primary screen; normalized activity (activation), % at 26.1 µM; Q969H0; AlphaScreen FBW7–phospho-cyclin E peptide binding, activator screen; 650,000 tested, 0.13% active; in the data active means normalized activity above about 1.9%;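 further: purified mutant Fbw7 with reduced substrate affinity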
* = called active by the depositor; nt = not tested or not shown; & = joins results of further samples.

SMILES	TEAD-YAP block	MITF inh	GPR151 activ	FBW7 act
CCn1c(CSCc2ccccc2)nnc1SCC(=O)Nc1ccccc1F	14	0	-1.9	0.6
COc1ccc2oc(=Nc3cccc(C(N)=O)c3)c(-c3nc4ccccc4[nH]3)cc2c1	-8	6	-0.2	0.0
O=[N+]([O-])c1cccc(S(=O)(=O)NCCOc2cccc3cccnc23)c1	2	2	-1.1	-0.1
Clc1ccc(Oc2ccc(Nc3ncnc4nc[nH]c34)cc2)cc1	8	4	0.2	0.0
CC(Cc1ccsc1)NC(=O)C1CC(CCc2ccccc2)=NO1 (stereo unspecified)	-43	8	-0.5	0.0
Cc1cc(C(F)(F)F)c2c(NC/C=C/c3ccco3)n[nH]c2n1	-28	16	-0.7	0.4
CC(C)N(CCNc1nc(Nc2ccc3ncccc3c2)nc2c1ncn2C(C)C)C(C)C	25	0	-1.5	0.1
O=C(CC12CC3CC(CC(C3)C1)C2)NNC(=O)c1ccncc1	5	0	1.2	0.0
O=c1c2c3c(sc2nc(SCc2ccccc2)n1Cc1ccccc1)-c1ccccc1CC3	-4	-3	-0.9	-0.1
CCOC(=O)Cn1c(=O)c2c(nc3n(-c4ccccc4CC)c(C)c(C)n23)n(C)c1=O	-14	-1	3.0	0.0
O=C(Nc1cccc(C(F)(F)F)c1)C(=O)c1c[nH]c2ccccc12	-26	3	0.6	-0.3
CC1CCN(C(=O)Cn2c(=O)c3ccccc3n(C)c2=O)CC1	0	3	0.7	-0.1
CN(CCC1CCOCC1)C(=O)CCc1nnc(CCc2c[nH]c3ccccc23)o1	-43	-13	0.0	0.1
Cc1csc(NC(=O)CCSCCc2ccccn2)n1	2	3	1.6	0.0
COc1ccc(S(=O)(=O)N2CCCC(C(=O)Nc3cccc([N+](=O)[O-])c3C)C2)cc1C (stereo unspecified)	5	-6	-0.4	0.0
CS(=O)(=O)N(CC(=O)Nc1ccccc1F)c1ccc(Cl)cc1	6	15	-0.8	0.0
Cc1cc(NC(=O)C(=O)Nc2cccc3ccccc23)ccc1Cl	-1	1	1.8	-0.1
CCOC(=O)C1=C(C)N=c2s/c(=C\c3ccc(-c4cccc(C(F)(F)F)c4)o3)c(=O)n2C1c1ccc(Cl)cc1 (stereo unspecified)	-6	-4	-0.7	0.0
CCC(CC(C)(C)O)C(=O)NNC(=S)Nc1ccccc1 (stereo unspecified)	5	-4	0.1	-0.3
Cc1cccc(OCCCCNCCO)c1	2	-12	-0.5	-0.1
O=C(O)COc1cccc(-c2ocnc2-c2nc(-c3ccccc3)c(-c3ccccc3)o2)c1	nt	12	1.0	0.0
O=C(Nc1ccc(Cl)cc1)Nc1ccccc1C(=O)NCc1ccccc1	-27	19	0.3	0.3
O=C(c1cnn2cccnc12)N1CCN(c2ccccc2)CC1	-18	19	-1.3	1.0
COc1ccc2c(c1)CC(C(=O)Nc1ccc(-c3ccnc4ccccc34)cc1OCCN(C)C)CO2 (stereo unspecified)	-2	7	0.5	-0.7
CCOC(=O)c1c(C)oc(NC(=O)CCl)c1C(=O)OCC	12	-3	1.1	-0.1
(list continues)
SMILES	TEAD-YAP block	MITF inh	GPR151 activ	FBW7 act
COc1ccccc1CNS(=O)(=O)c1ccc(F)c(C(=O)Nc2c(C)cc(C)cc2C)c1	0	26	-0.4	0.3
CC(=O)Nc1ccc(S(=O)(=O)NCC2CCN(c3nc(C)cc(C)n3)CC2)cc1	1	-10	-0.1	0.0
CN(CC(=O)NC1CCCCC1)S(=O)(=O)c1cc(Cl)ccc1Cl	4	-11	-0.4	-0.3
OCCCn1c(-c2ccc3ccccc3c2)csc1=Nc1ccc(F)cc1	10	5	1.3	-0.1
Clc1ccc(Nc2nc3c(s2)CCC3)cc1	-48	4	-1.0	0.0
OCC1CCN(C2CCCN(Cc3ccon3)C2)CC1 (stereo unspecified)	4	0	-0.6	-0.1
CN1CC(C(=O)Nc2cccc(S(=O)(=O)Nc3ccccc3)c2)CC1=O (stereo unspecified)	9	6	-1.8	0.1
CNc1ccc(S(=O)(=O)c2ccc(NC)cc2)cc1	-4	0	-0.8	0.1
CCOC(=O)NC(C#N)=C(NCc1ccccc1)NCc1ccccc1	-5	-13	0.3	-0.3
CCOC(=O)N1CCc2c(sc(NC(=O)c3ccc(S(=O)(=O)N(C)C)cc3)c2C(=O)OC)C1	-5	6	-0.8	0.3
O=C(NC1CC1)c1cnc(Nc2nccc3ccccc23)s1	-2	-14	-3.0	0.0
O=C(Cn1c(=O)oc2cc(S(=O)(=O)N3CCCCCC3)ccc21)NCc1cccs1	0	-1	1.1	-0.1
COc1ccc(NC(=O)CC(C)(C)C)cc1S(=O)(=O)N1CCOCC1	7	-7	-0.7	0.0
CC(=O)N1CCCC(c2ncncc2-c2ccncc2)C1 (stereo unspecified)	8	25	1.7	0.2
CS(=O)(=O)c1ccc(/C=C/C(=O)O)cc1	-7	-8	0.1	-0.1
O=C(O)C1CCCCC1C(=O)Nc1cc([N+](=O)[O-])ccc1Cl (stereo unspecified)	3	8	0.1	0.1
COc1ccc(CNn2c(-c3cccc(C)c3)nc3ccccc3c2=O)cc1OC	13	-12	-0.7	0.1
COC(=O)c1cnn2c1NCN(CCN1CCc3ccccc3C1)C2	-7	1	0.6	0.2
COc1ccccc1-n1c(O)c(C=Nc2ccccc2Cl)c(=O)[nH]c1=S	3	-3	0.6	-0.2
O=C1CCC(CCC(=O)N2CCOc3ccc(Cl)cc3C2)(Cc2cccs2)N1 (stereo unspecified)	-7	0	-0.4	0.3
CCOC(=O)c1c(C)[nH]c(C)cc1=O	-3	15	-0.4	-0.1
COCCOC(=O)c1ccc(NC(=O)Nc2ccc(Cl)cc2)cc1	-17	7	1.7	0.1
CC(C)(C)c1ccc(C(=O)Nc2ccc3c(c2)C(=O)N(CC(=O)O)C3=O)cc1	24	8	2.6	-0.1
COCCNC(=O)c1c(C(F)(F)F)nc2c(OC)cccn12	4	8	-1.1	-0.2
CC(=O)Oc1ccc(/C=N/NS(=O)(=O)c2ccc(C)cc2)c(OC(C)=O)c1	1	7	-0.8	0.6
(listing goes on)
SMILES	TEAD-YAP block	MITF inh	GPR151 activ	FBW7 act
CN1CCN(CCOc2cccc(C(C)(C)C)c2)CC1	-13	-2	4.9	-0.1
O=C(NCc1ccccn1)c1ccc(NS(=O)(=O)c2cccc(Cl)c2)cc1	1	-1	-0.7	-0.1
CCS(=O)(=O)N1CCC(N(CCc2ccccc2)Cc2ccccc2)CC1	-10	7	1.3	0.2
NC(=O)CSc1nc(N)c(-c2ccccc2)c(=O)[nH]1	4	-8	-1.1	0.0
O=C(NCc1ccccc1)c1nn2c(C(F)(F)F)cc(-c3ccc(Br)cc3)nc2c1Cl	4	10	0.4	0.1
CC(C(=O)Nc1ccc(I)cc1)N1C(=O)c2cccc3cccc1c23 (stereo unspecified)	7	-7	-1.3	0.2
Cc1ccc(NC(=O)c2sc3ncnc(N4CCCCC4C)c3c2C)c(Br)c1 (stereo unspecified)	12	6	0.3	0.5
COc1ccc(/C=C(\NC(=O)c2ccco2)C(=O)NCCCO)cc1	5	9	0.2	0.2
CN(C=[N+](C)C)c1cccc2c1C(=O)c1ccccc1C2=O	-12	19	-1.5	-0.7
Nc1nonc1N=Cc1ccccc1O	16	5	0.3	-0.3
C=CCn1c(C)cc(C(=O)COC(=O)/C=C/c2ccc(C(=O)OC)cc2)c1C	-2	12	0.3	0.0
CC1CN(Cc2nc3c(c(=O)[nH]c(=O)n3C)n2CC(N)=O)CC(C)O1 (stereo unspecified)	-23	-4	0.3	-0.1
COc1cccc(-c2nc(CS(=O)(=O)CC(=O)Nc3cccc(Cl)c3C)c(C)o2)c1	-4	0	1.8	0.1
CC(Cc1ccccc1F)N1CCC(=O)N(C)CC1 (stereo unspecified)	19	14	-1.0	0.2
O=C(CSc1ccccn1)Nc1ccc(S(=O)(=O)c2ccc(NC(=O)CSc3ccccn3)cc2)cc1	17	1	1.2	-0.1
O=C1c2ccccc2NC(c2ccccc2F)N1NS(=O)(=O)c1ccccc1 (stereo unspecified)	-3	3	1.9	0.1
O=C(NCCCCN1CCOC(c2ccccc2)C1)c1ccc(F)c(F)c1 (stereo unspecified)	4	-4	1.9	0.2
C=C1/C(=C/C=C2/CCC[C@]3(C)[C@@H]([C@H](C)CCCC(C)C)CC[C@@H]23)C[C@@H](O)C[C@@H]1O	7	6&8	-0.7&2.8	0.0&0.1
COC(=O)CCc1sc(Nc2ccccn2)nc1-c1ccc(OC)cc1	-3	13	-0.5	-0.1
CCC(C)NC(=O)Cn1c(=O)c2c(ncn2C2CCCC2)n(Cc2ccccc2)c1=O (stereo unspecified)	3	-13	0.1	0.1
CC(=O)NNC(=O)c1sc(=S)n2c1[nH]c(=O)c1sccc12	3	13	-0.7	0.1
COc1cccc(/C=C2\N=C(c3ccc(Cl)cc3Cl)OC2=O)c1OC	-1	12	1.2	0.4
O=C(Cc1cn(-c2ccc(Nc3ccccc3)nn2)c2ccccc12)NCc1cccc(C(F)(F)F)c1	-5	-15	-0.4	0.0
O=C1CC(CNS(=O)(=O)c2ccccc2Cl)CN1c1ccccc1 (stereo unspecified)	4	16	1.4	0.1
Cc1sc2c3c(ccc2[n+]1CCO)CCCC3	5	3	0.2	-0.1
O=C(Nc1cccc(C(F)(F)F)c1)C(Cc1ccc([N+](=O)[O-])cc1)N1C(=O)c2ccccc2C1=O (stereo unspecified)	4	3	0.8	0.1

An excerpt of these results, bar-delimited.
smiles | TEAD-YAP block | MITF inh | GPR151 activ | FBW7 act
CCS(=O)(=O)N1CCC(N(CCc2ccccc2)Cc2ccccc2)CC1 | -10 | 7 | 1.3 | 0.2
NC(=O)CSc1nc(N)c(-c2ccccc2)c(=O)[nH]1 | 4 | -8 | -1.1 | 0.0
O=C(NCc1ccccc1)c1nn2c(C(F)(F)F)cc(-c3ccc(Br)cc3)nc2c1Cl | 4 | 10 | 0.4 | 0.1
CC(C(=O)Nc1ccc(I)cc1)N1C(=O)c2cccc3cccc1c23 (stereo unspecified) | 7 | -7 | -1.3 | 0.2
Cc1ccc(NC(=O)c2sc3ncnc(N4CCCCC4C)c3c2C)c(Br)c1 (stereo unspecified) | 12 | 6 | 0.3 | 0.5
COc1ccc(/C=C(\NC(=O)c2ccco2)C(=O)NCCCO)cc1 | 5 | 9 | 0.2 | 0.2
CN(C=[N+](C)C)c1cccc2c1C(=O)c1ccccc1C2=O | -12 | 19 | -1.5 | -0.7
Nc1nonc1N=Cc1ccccc1O | 16 | 5 | 0.3 | -0.3
C=CCn1c(C)cc(C(=O)COC(=O)/C=C/c2ccc(C(=O)OC)cc2)c1C | -2 | 12 | 0.3 | 0.0
CC1CN(Cc2nc3c(c(=O)[nH]c(=O)n3C)n2CC(N)=O)CC(C)O1 (stereo unspecified) | -23 | -4 | 0.3 | -0.1
COc1cccc(-c2nc(CS(=O)(=O)CC(=O)Nc3cccc(Cl)c3C)c(C)o2)c1 | -4 | 0 | 1.8 | 0.1
CC(Cc1ccccc1F)N1CCC(=O)N(C)CC1 (stereo unspecified) | 19 | 14 | -1.0 | 0.2
O=C(CSc1ccccn1)Nc1ccc(S(=O)(=O)c2ccc(NC(=O)CSc3ccccn3)cc2)cc1 | 17 | 1 | 1.2 | -0.1
O=C1c2ccccc2NC(c2ccccc2F)N1NS(=O)(=O)c1ccccc1 (stereo unspecified) | -3 | 3 | 1.9 | 0.1
O=C(NCCCCN1CCOC(c2ccccc2)C1)c1ccc(F)c(F)c1 (stereo unspecified) | 4 | -4 | 1.9 | 0.2
C=C1/C(=C/C=C2/CCC[C@]3(C)[C@@H]([C@H](C)CCCC(C)C)CC[C@@H]23)C[C@@H](O)C[C@@H]1O | 7 | 6&8 | -0.7&2.8 | 0.0&0.1
COC(=O)CCc1sc(Nc2ccccn2)nc1-c1ccc(OC)cc1 | -3 | 13 | -0.5 | -0.1
CCC(C)NC(=O)Cn1c(=O)c2c(ncn2C2CCCC2)n(Cc2ccccc2)c1=O (stereo unspecified) | 3 | -13 | 0.1 | 0.1
CC(=O)NNC(=O)c1sc(=S)n2c1[nH]c(=O)c1sccc12 | 3 | 13 | -0.7 | 0.1
COc1cccc(/C=C2\N=C(c3ccc(Cl)cc3Cl)OC2=O)c1OC | -1 | 12 | 1.2 | 0.4
O=C(Cc1cn(-c2ccc(Nc3ccccc3)nn2)c2ccccc12)NCc1cccc(C(F)(F)F)c1 | -5 | -15 | -0.4 | 0.0
O=C1CC(CNS(=O)(=O)c2ccccc2Cl)CN1c1ccccc1 (stereo unspecified) | 4 | 16 | 1.4 | 0.1
Cc1sc2c3c(ccc2[n+]1CCO)CCCC3 | 5 | 3 | 0.2 | -0.1

Outcome played no part in choosing rows; 3.5% or so of the library scored in one or more.
